High-throughput results from PubChem.
TDP43 rescue = rescues yeast growth from TDP-43 toxicity; TDP-43 expressing yeast growth rescue, BacTiter-Glo, 24 h; Potency, µM (doses to about 46.1 µM), for inactives: at the top dose growth rescue (activation), actives largely listed as activators; actives 1.8% (n = 410,000); AID 652104; note: potency is the fitted concentration of half-maximal effect; % of control where 0% means no effect; nearly all actives have a fitted effect of over 50% in size
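Cell-based yeast growth screen: TDP-43 expression induced in galactose, inoculum OD600=0.02 after raffinose pregrowth to mid-log. Read-out BacTiter-Glo luminescence at 24 hr, 30 deg C; inhibition of toxicity seen as signal increase.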
Abeta rescue = compounds reversing amyloid beta toxicity in yeast; actives 0.063% (n = 410,000); Potency, µM (doses to about 46.1 µM), without a hit: top-dose growth rescue, hits mostly activators; yeast expressing A-beta42, growth rescue, OD600, 48 h; response scale: 0% DMSO, 100% iron-clioquinol control; AID 1347071; note: potency is the fitted concentration of half-maximal effect; nearly all actives have a fitted effect of over 55% in size
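Growth rescue measured by 600 nm absorbance after 48 h yeast culture at 30 C with compound. Values normalized between DMSO and an equimolar ferric chloride plus clioquinol control.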
EPAC2 ag = activates human EPAC2 exchange factor; EPAC2 activation, biochemical qHTS; response scale: 100% = 6.5 mM cAMP response; Potency, µM (series often up to 154 µM), for inactives: at the top dose activation, most hits filed as activators; actives 0.079% (n = 360,000); note: potency is the fitted concentration of half-maximal effect; nearly all actives have a fitted effect of over 50% in size
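In this primary screen, activation is scored as increased exchange of BODIPY-GDP from Rap1B by 100 nM EPAC2, with 50 uM GDP as competitor. Signal is normalized to the 6.5 mM cAMP agonist control.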
FUS yeast rescue = suppressors of FUS proteinopathy in yeast | S. cerevisiae FUS-expressing, growth rescue, OD600, 24 h | Potency, µM (top dose mostly 76.6 µM), for inactives: top-dose growth rescue (activation), most hits filed as activators | actives 0.24% (n = 390,000);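 note: potency is the fitted concentration of half-maximal effect; plate controls were DMSO vehicle for no effect and reference control for full effect; nearly all actives have a fitted effect of over 55% in size; some results filed as inactive show a strong effect at the top dose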
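Yeast FUS proteinopathy model; galactose-induced FUS (2%), starting OD 0.005. Cpds in dilution series, 24hr, 30C, 99% humidity. Abs 600 nm growth. Pos ctrl CP55940 (top 92uM final); neg ctrl DMSO.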
DRD3 agonist = activates the human D3 dopamine receptor | D3R DiscoveRx beta-arrestin cells, luminescence, 90 min | max activation, % | actives 0.58% (n = 410,000) | AID 652048; in the data active = max activation above about 30%; note: 0% is about no effect; mostly tested at two doses, the higher about 12 µM
Target sequence (P35462 whole entry, looked up): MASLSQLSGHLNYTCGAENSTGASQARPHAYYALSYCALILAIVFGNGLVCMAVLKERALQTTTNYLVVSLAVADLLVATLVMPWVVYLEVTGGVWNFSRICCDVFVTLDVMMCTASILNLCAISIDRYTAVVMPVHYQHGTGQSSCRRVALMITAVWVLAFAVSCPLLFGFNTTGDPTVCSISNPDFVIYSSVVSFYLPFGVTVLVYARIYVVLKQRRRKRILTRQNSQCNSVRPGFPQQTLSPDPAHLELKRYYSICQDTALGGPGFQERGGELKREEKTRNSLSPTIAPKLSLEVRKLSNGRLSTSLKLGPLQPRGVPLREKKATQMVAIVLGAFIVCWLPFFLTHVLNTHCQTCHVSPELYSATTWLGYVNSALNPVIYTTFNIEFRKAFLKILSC
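Agonist mode: compounds and dopamine controls were applied to plated cells for 90 min at 37 degrees C after an overnight attachment at 1500 cells/well. Luminescent read-out followed 30 - 60 minutes at room temperature with DiscoveRx detection reagent.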
aSyn yeast inh = alpha-synuclein toxicity inhibition in yeast; Yeast expressing alpha-synuclein, growth rescue, BacTiter-Glo, 24 h; Potency, µM (doses to about 46.1 µM), for inactives: top-dose growth rescue (activation), most hits filed as activators; actives 0.14% (n = 370,000); AID 652106; note: potency is the fitted concentration of half-maximal effect; % of control where 0% means no effect; nearly all actives have a fitted effect of over 65% in size
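Galactose-induced alpha-syn yeast (OD600=0.02, raffinose-pregrown) + pinned cpd, 24 hr, 30 deg C; growth by BacTiter-Glo luminescence. Growth restoration scores as activation.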
DRD3 antagonist = D3 dopamine receptor (human) antagonism. P35462. D3R cells, DiscoveRx beta-arrestin luminescence, antagonist mode; stronger effect = lower value. max response, negative = inhibition, %. actives 2.5% (n = 360,000). AID 652054; in the data active = max response below about -50%; inconclusive = no clear call, values can overlap the other calls; note: % is set by controls: 0 for no effect and ±100 for the full control effect; mostly tested at two doses, the higher about 12 µM
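Cells expressing the human receptor were seeded at 1500 cells/well, incubated overnight at 37 degrees C in 5% CO2, then exposed to library compounds with dopamine controls for 90 minutes at 37 degrees C before luminescent detection.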
EPAC2 antagonist = blocks human EPAC2 exchange factor; AID 720708; actives 0.18% (n = 360,000); Q8WZA2; Potency, µM (titrated, usually from 114 µM), for the others: at the top dose activity, negative = inhibition, most hits filed as inhibitors; EPAC2 GEF exchange of Rap1B-BODIPY-GDP, fluorescence; note: potency is the fitted concentration of half-maximal effect; % is set by controls: 0 for no effect and ±100 for the full control effect; nearly all actives have a fitted effect of over 45% in size; many of its hits are not listed in these tables
* hit, by the source's call; ? = inconclusive; . = no result given; & = joins results of further samples; [ ] = remark or other dose. Unless noted, calls come from the whole dose curve; as a rule, active = well fitted curve in the direction sought with a large enough effect; inconclusive = small, poorly fitted or top-dose-only effect, or another doubt; inactive = no such curve, though single readings can be large; an effect the other way counts as inactive or inconclusive. An excerpt; the hit share may differ from the screen's.

SMILES,TDP43 rescue,Abeta rescue,EPAC2 ag,FUS yeast rescue,DRD3 agonist,aSyn yeast inh,DRD3 antagonist,EPAC2 antagonist
CC(=O)Nc1nc(-c2cc([N+](=O)[O-])cs2)cs1,0%,1%,1%,8%,0,-4%,9,-5%
CCCCCCNCCn1cnc2c(N)ncnc21,-5%,-1%,5%,-21%,13,14%,8,2%
Cc1cc(CSc2ccccc2)ccc1NC(=O)c1ccc(Br)cc1,0%,-12%,3%,8%,-4,-2%,-5,9%
CCOc1ccc(CN2CCc3nc(Nc4ccc5c(c4)OCCO5)ncc3C2)cc1,-2%,-7%,.,-14%,-3,.,.,.
Cc1cccc(OCc2nc(-c3ccc(-n4cccc4)cc3)no2)c1,10%,-10%,6%,-12%,-3,-3%,5,18%
CCOc1ccccc1CNC(=O)c1cn(-c2ccc(OC)cc2)c(=O)c2ccccc12,0%,-48%[inhibitor],.,4%,-14,.,.,.
COC(=O)c1cc(C)sc1NC(=O)CSc1ncccn1,24%,-20%,1%,11%,-2,3%,1,?
CNc1snc(C)c1C(=O)OC(C)C(=O)NCc1ccccc1 (stereo unspecified),-9%,-5%,4%,6%,-2,3%,12,11%
O=C1/C(=C/c2cccnc2)CCC/C1=C\c1cccnc1,-67%[inhibitor],-68%[inhibitor],7%,.,-17,21%,?,3%
CCN(C(=O)c1cccc(S(=O)(=O)N2CCc3ccccc32)c1)C1CCS(=O)(=O)C1 (stereo unspecified),6%,-14%,12%,12%,-3,-14%,-26,0%
COCCCNc1cc(C)nc2ccccc12,3%,1%,10%,33%,0,0%,-13,3%
Cc1cccc(C(=O)NCC(=O)NCC(c2cccs2)N2CCOCC2)c1 (stereo unspecified),-3%,17%,1%,-4%,3,-1%,-3,-2%
O=C1CC(N2CCN(c3ccccc3Cl)CC2)C(=O)N1c1ccccc1 (stereo unspecified),27%,1%,4%,17%,0,1%,-18,-1%
COc1cccc(-c2nc3ccccc3s2)c1O,-1%,-3%,9%,-2%,3,1%,13,10%
Cn1cccc1/C=C1\SC(=O)N(CC(=O)Nc2ccc(Cl)cc2)C1=O,-10%,8%,5%,1%,-10,2%,-7,-1%
COc1ccc(C(CCN)c2ccc3c(c2)OCO3)cc1 (stereo unspecified),13%,10%,3%,-6%,-1,6%,-4,3%
Nc1cc2c(cc1C(=O)c1cccc(Br)c1)OCCO2,14µM*,22%,2%,6%,2,-4%,8,-11%
CCOc1cc(C(N)=O)cc(OCC)c1OCC,6%,19%,-1%,7%,-1,9%,14,-4%
Cc1[nH]c2ccc(F)cc2c1CCN(Cc1ccncc1)C(=S)Nc1cccc(F)c1,16%,7%,9%,1%,12,3%,24,-4%
CCOc1ccc(N2CC(C(=O)NC3CCSC3=O)CC2=O)cc1 (stereo unspecified),12%,-1%,5%,19%,-9,-6%,17,4%
O=c1ccn([C@@H]2O[C@H](CNCc3c(OCc4ccccc4F)ccc4ccccc34)[C@@H](O)[C@H]2O)c(=O)[nH]1,13%,5%,-2%,3%,-8,0%,0,8%
O=C1CSC(=Nc2cc(Cl)ccc2Cl)N1,-10%,9%,5%,12%,-26,-1%,19,9%
COc1ccccc1N(C(=O)c1snc(C(N)=O)c1N)C(C(=O)NC1CCCC1)c1ccc2ncccc2c1 (stereo unspecified),-18%,10%,9%,13%,4,5%,9,-14%
N/C(CS(=O)(=O)c1ccccn1)=N\OC(=O)c1ccc(Cl)cc1,-4%,2%,11%,2%,4,0%,16,-2%
Fc1c(F)c(F)c(/C=N/NC(=S)Nc2cccnc2)c(F)c1F,-10%[9.22 µM],-9%,5%,25%,6,0%,-23,15%
CCN1CCC(N(Cc2ccc(F)cc2)C(=O)Nc2ccc(C)c(F)c2)CC1,-2%,-4%,.,-7%,-15,.,.,.
COc1ccc2nc(N3CCCC3)[nH]c2c1,-4%,?,4%,9%,4,-12%,11,3%
Cc1c(CC(=O)NCc2ccc(F)cc2)c(=O)oc2cc(O)c(Cl)cc12,20%,-7%,.,-8%,2,.,.,.
COc1ccccc1N1CC(C(=O)OCc2nc(N)nc(Nc3ccccc3)n2)CC1=O (stereo unspecified),2%,-8%,10%,-12%,-6,-7%,1,4%
COc1ccccc1NC(=O)c1cc(-c2cc(OC)c(OC)c(OC)c2)nc2ccccc12,-8%,13%,13%,18%,21,-1%,105,-14%
CCCCc1ccc(NC(=S)NCc2ccccc2OC)cc1,-16%,-3%,0%,-15%,0,-16%,22,-4%
Brc1cccc(-c2nc3c4ccccc4ccn3c2Cc2ccccc2)c1,?,-3%,10%,11%,-10,?,0,8%

For convenience, some entries already given:
SMILES,TDP43 rescue,Abeta rescue,EPAC2 ag,FUS yeast rescue,DRD3 agonist,aSyn yeast inh,DRD3 antagonist,EPAC2 antagonist
CCCCc1ccc(NC(=S)NCc2ccccc2OC)cc1,-16%,-3%,0%,-15%,0,-16%,22,-4%
Brc1cccc(-c2nc3c4ccccc4ccn3c2Cc2ccccc2)c1,?,-3%,10%,11%,-10,?,0,8%

Continuation:
SMILES,TDP43 rescue,Abeta rescue,EPAC2 ag,FUS yeast rescue,DRD3 agonist,aSyn yeast inh,DRD3 antagonist,EPAC2 antagonist
CCOC(=O)c1cnc2ccc(OCC)cc2c1N(C)Cc1ccccc1,22µM*,-13%,3%,25%,68*,14%,8,?
CCOC(=O)c1c(CN2CCN(c3ccccc3)CC2)oc2ccc(O)cc12,0%,4%,8%,10%,4,5%,10,-19%
CCOC(=O)N/N=C\c1ccc(OC/C=C/c2ccccc2)cc1,20%,4%,2%,-24%,3,14%,0,5%
COC(=O)CC(NC(=S)NC(=O)c1ccccc1)c1ccc(Br)cc1 (stereo unspecified),29%,2%,5%,13%,-4,12%,17,?
CCCOC1CCCN(C(=O)c2ccc3oc(C(C)C)nc3c2)C1 (stereo unspecified),8%,9%,-2%,10%,-1,2%,-4,20%
CCCCn1c(SCc2ccccc2C#N)nc2c(sc3ccccc32)c1=O,-7%,-1%,.,-2%,3,.,.,.
Cc1cc(C)cc(NC(=O)Nc2cccc(S(N)(=O)=O)c2)c1,15%,-5%,4%,1%,-9,2%,0,-3%
O=c1oc(-c2ccccc2[N+](=O)[O-])nc2ccccc12,-9%,8%,8%,-19%,-12,10%,-15,-1%[57.1 µM]
CCCCCOC(=O)Cc1c(O)c2ccccc2n(C)c1=O,11µM*,-17%,-4%,9%,-8,13%,?,-6%
O=C1/C(=C\Nc2ccc(OC(F)(F)F)cc2)CCN1c1ncccn1,18%,20%,5%,-10%,5,4%,7,4%
O=C(CN1CCN(Cc2ccccc2Cl)C1=O)NCc1ccco1,20%,5%,0%,8%,1,7%,10,2%
O=C(CCC1CCN(Cc2nccs2)CC1)Nc1ccccc1,13%,-6%,10%,17%,-5,-4%,-9,11%
COc1ccc(N(CC(=O)Nc2ccc3c(c2)OCO3)S(=O)(=O)c2ccc(C)cc2)cc1OC,-10%[0.397 µM],-13%,2%,25%,-9,0%,-9,-12%
C/C(=N/NC(=O)c1ccc(O)cc1)c1cccc([N+](=O)[O-])c1,-17%,-21%,-2%,23%,-12,-1%,17,11%
Cc1ccc(C(=O)N/C(=C/c2ccco2)C(=O)N2CCC(C)CC2)cc1,5%,18%,-1%,26%,1,0%,15,0%
CC(C)C[C@H]1COc2cc(N3CCC[C@@H]3CO)ccc2S(=O)(=O)N1,7%,-6%,-5%,-10%,5,4%,5,6%
Cc1nc(N)c(C#N)c(-c2ccc3c(c2)OCO3)c1C,13%,-14%,5%,-17%,1,0%,-11,8%
CC1CCN(CC(O)COc2cccc(F)c2)CC1 (stereo unspecified),14%,10%,7%,-19%,-22,0%,-57*,-3%
COc1ccccc1NC(=O)Nc1nc(C(N)CC(C)C)cs1 (stereo unspecified),2%,-12%,19%,-7%,-16,-2%,0,16%
Cc1cccc(C)c1NC(=O)CN1CCN(CC(=O)NCC2(N3CCCCC3)CCCCC2)CC1,13%,1%,2%,-18%,-10,-5%,-15,9%
Cc1ccc(S(=O)(=O)N2CCN(CC(=O)N/N=C/c3ccc(Br)s3)CC2)cc1,0%,14%,-4%,1%,-2,7%,9,-10%
O=C(Cn1c(NCCO)nc2ccccc21)c1cccs1,0%,8%[9.22 µM],4%,-38%,-4,5%,-9,-2%
C=CCc1ccccc1OCC(O)CNC(C)C (stereo unspecified),15%,-1%,3%,-19%,-58&-24,0%&5%,-60*,4%
O=C(CN1C(=O)COc2ccc(S(=O)(=O)N3CCCCCC3)cc21)Nc1cccc(Cl)c1,?,0%,.,-7%,-10,.,.,.
O=C(CCl)N1CCCC1c1ccc2c(c1)OCCO2 (stereo unspecified),14%,-4%,-1%,-5%,4,3%,-8,-3%
Cc1c(C)c(C)c(S(=O)(=O)N2CCSCC2)c(C)c1C,21%,14%,4%,-21%,-1,1%,2,-8%
CCCCOC(=O)Nc1cccc(C(=O)OCC)c1,?,1%[9.22 µM],-6%,-48%,-1,-8%,-4,-2%
CCOC(=O)N1CCC(NC(=O)c2cc3c(C)nc4ccccc4c3o2)CC1,18%,-4%,3%,-9%,4,-6%,23,-7%
N#Cc1cc2c(nc1SCC1COc3ccccc3O1)CCC2 (stereo unspecified),-1%,26%,12%,-9%,-5,10%,-18,-2%
O=C(CSc1nnc(-c2cnccn2)n1Cc1ccco1)c1ccccc1,17%,7%,7%,5%,1,.,22,-5%
O=C(Nc1ccccc1)C1=C[C@@H](c2ccc(C(F)(F)F)cc2)C[C@@H](OCc2ccc(CO)cc2)O1,-1%,-12%,10%,?,-10,21%,0,3%
CCOc1ccc(NC(=O)CSc2nnc(-c3ccccc3)n2N)cc1,2%,6%,-6%,25%,-2,-3%,-4,-1%
Fc1ccc(N2CCN(c3ncnc4onc(-c5ccc(Cl)cc5)c34)CC2)cc1,18µM*,-3%,.,30%,4,.,.,.
O=C(N/N=C/c1cccc(OCc2ccccc2)c1)c1ccc(Br)cc1,-24%,-4%,-10%,.,-9,10%,-27,-3%
CCOCCn1c(CN2CCCCC2C)nc2c1c(=O)n(C)c(=O)n2C (stereo unspecified),-2%,-14%,8%,-26%,-5,-3%,-23,5%
